Source: PubChem BioAssay
Bcl-xL primary: Bcl-xL (human) inhibition. Q07817. GST-Bcl-xL / FITC-Bim BH3 peptide fluorescence polarization. 320,000 compounds, 0.7% hits. inhibition, % at 10.9 µM;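 active = inhibition above the mean of all tested compounds plus 3 SD, cutoff set per campaign, cut at about 30% in these data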;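 also: 0% = DMSO wells and 100% = unlabeled Bim-BH3 peptide competitor; inhibitors lower millipolarization by displacing the labeled peptide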
Fam108B counter: blocks mouse Fam108B hydrolase in RBBP9 counter-screen; 300,000 compounds, 0.33% hits; recombinant Fam108B, FP-Rh probe fluorescence polarization; inhibition, % at 9.51 µM;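 active = inhibition above the screen mean inhibition plus 3 SD, computed separately per campaign, cut at about 18% in these data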;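 also: inhibitors lower polarization as less probe binds the enzyme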
MEX-5 binding: C. elegans MEX-5 TCR-2 RNA binding activity; Q9XUB2; MEX-5/FITC-TCR2 RNA binding, fluorescence polarization; active compounds read low; activity score (negative = inhibition of binding), % at 10 µM; 300,000 compounds, 0.38% hits; AID 1832;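 active = inhibition past about -25% in most replicates, and total fluorescence under double the plate's negative control median, limit read from the data; inconclusive = replicates evenly split on the limit, or fluorescence at least double controls; inactive = too little inhibition in most replicates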;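 also: 0% = DMSO and -100% = 5 µM competing unlabeled TCR2 RNA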
VLA-4 inh: inhibition in a human VLA-4 binding assay; AID 2557; P13612; 330,000 compounds, 0.2% hits; VLA-4 expressing cells, ligand binding flow cytometry; inhibition, % (about 7 µM as worked out from the volumes in the protocol); in the data active = inhibition above about 50%
Target sequence (P13612 whole entry, looked up): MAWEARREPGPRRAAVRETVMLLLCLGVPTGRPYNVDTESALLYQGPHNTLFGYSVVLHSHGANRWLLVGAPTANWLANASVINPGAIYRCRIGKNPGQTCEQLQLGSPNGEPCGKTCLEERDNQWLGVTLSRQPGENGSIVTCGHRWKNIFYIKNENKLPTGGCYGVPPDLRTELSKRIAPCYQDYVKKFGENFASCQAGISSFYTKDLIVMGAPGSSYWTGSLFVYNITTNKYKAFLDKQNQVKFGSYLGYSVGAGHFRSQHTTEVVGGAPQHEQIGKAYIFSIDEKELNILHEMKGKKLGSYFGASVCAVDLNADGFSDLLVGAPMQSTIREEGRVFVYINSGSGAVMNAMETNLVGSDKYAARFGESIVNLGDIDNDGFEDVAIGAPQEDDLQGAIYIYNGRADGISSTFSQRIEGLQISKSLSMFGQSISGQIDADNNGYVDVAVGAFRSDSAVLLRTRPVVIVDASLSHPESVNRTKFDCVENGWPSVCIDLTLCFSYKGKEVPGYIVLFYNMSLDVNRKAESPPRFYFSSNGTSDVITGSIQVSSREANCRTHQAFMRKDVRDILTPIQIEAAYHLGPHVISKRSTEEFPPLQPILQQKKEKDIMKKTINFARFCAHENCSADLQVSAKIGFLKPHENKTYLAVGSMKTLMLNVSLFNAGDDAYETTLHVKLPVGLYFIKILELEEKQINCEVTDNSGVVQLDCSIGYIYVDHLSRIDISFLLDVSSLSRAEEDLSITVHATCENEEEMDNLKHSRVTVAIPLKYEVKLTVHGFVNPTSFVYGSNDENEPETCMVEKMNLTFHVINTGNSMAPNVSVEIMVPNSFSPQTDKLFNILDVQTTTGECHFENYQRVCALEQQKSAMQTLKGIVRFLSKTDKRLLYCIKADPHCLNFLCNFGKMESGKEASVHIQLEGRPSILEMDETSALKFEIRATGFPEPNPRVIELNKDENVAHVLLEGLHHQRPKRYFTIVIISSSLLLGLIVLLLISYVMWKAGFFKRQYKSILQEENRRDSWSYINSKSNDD
MCL1-BIM inh: disrupts human MCL1 binding to BIM-BH3 peptide. Q07820. GST-MCL1 / FITC-Bim-BH3 fluorescence polarization. inhibition, % at 10.9 µM. 320,000 compounds, 0.68% hits. AID 2057;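 active = inhibition above the mean inhibition of all tested compounds plus 3 SD, set per campaign, cut at about 40% in these data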;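 also: 0% = DMSO wells and 100% = unlabeled Bim-BH3 peptide control; higher means more loss of mP so more displacement of Bim peptide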
GRK2 inh: blocks RNA aptamer binding to human GRK2 | P25098 | bead flow cytometry, FAM-aptamer displacement from GRK2 | inhibition of aptamer binding, % at 10 µM | 330,000 compounds, 0.59% hits;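 active = inhibition of aptamer binding above 40%, roughly 3 SD of noise, on plates passing a quality check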;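 also: median bead fluorescence of bound FAM aptamer so fluorescent compounds give negative values; no value below 0 was filed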
GLD-1 TGE inh: GLD-1-TGE RNA interaction inhibition (C. elegans). Q17339. purified GLD-1 + fluorescein TGE RNA, fluorescence polarization. inhibition, % at 5.96 µM. 320,000 compounds, 0.44% hits. AID 2280;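 active = percent inhibition above a per-plate cutoff, the plate mean of test compounds plus 3 SD, cut at about 30% in these data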;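 also: 0% = DMSO wells with GLD-1 and probe and 100% = wells lacking GLD-1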
Efflux pump mplx: inhibitors of Candida antifungal efflux pumps expressed in yeast | S. cerevisiae Candida pump triplex, Nile Red efflux | inhibition, % at 10 µM | 330,000 compounds, 0.44% hits | AID 485275;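 active = plate passing quality check with inhibition over a set limit, or well fluorescence over plate mean plus 4 SD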;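 also: Nile Red retained in pooled yeast measured as flow cytometry median fluorescence; 0% = buffer negative control and 100% = Enniatin B positive control; higher means more Nile Red kept so more efflux inhibition; some compounds called inactive have numbers as strong as hits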
PME-1 primary: blocks human protein phosphatase methylesterase 1; inhibition, % at 5.9 µM; 320,000 compounds, 0.53% hits; Q9Y570; AID 2130; recombinant PME-1, FP-Rh probe fluorescence polarization;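 active = inhibition above the campaign mean of all compounds plus 3 SD, cut at about 26% in these data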;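 also: competitive labeling of PME-1 active site by serine hydrolase directed probe; 0% = PME-1 with DMSO and 100% = wells lacking PME-1 enzyme; inhibitors block probe labeling so polarization falls and inhibition rises; many of its hits are not listed in these tables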
* marks the source's active call; other numbers are inactive results; ? = inconclusive; nt = not tested or not shown. These rows are one share of the data; rates above refer to the full screens.

SMILES	Bcl-xL primary	Fam108B counter	MEX-5 binding	VLA-4 inh	MCL1-BIM inh	GRK2 inh	GLD-1 TGE inh	Efflux pump mplx	PME-1 primary
Cc1csc(SCC(=O)c2c(N)n(C)c(=O)n(C)c2=O)n1	8	0	-0.4	-26	2	0	-1	-0.2	-2
CC1CCCN(S(=O)(=O)CCNC(=O)c2ccc3c(c2)OCO3)C1 (stereo not given)	4	2	-1.1	3	-1	1	-6	0.0	0
CCOc1ccc(CCNC(=O)COC(=O)c2cc([N+](=O)[O-])ccc2N2CCOCC2)cc1OCC	-11	-2	-0.2	-2	-21	4	-4	9.2*	-7
CCOC(=O)c1cc(CC)sc1NC(=O)Cc1ccccc1	-1	-6	0.4	3	-4	2	-4	-0.2	-1
COc1ccc(C)cc1NC(=O)N1CCC(CO)(CC2CCCCO2)CC1 (stereo not given)	1	0	0.9	0	1	3	-11	0.0	-6
Cc1ccc(-n2ncc3c2CC(C)(C)CC3NC(=O)CCN2CCCCC2=O)cc1 (stereo not given)	2	-3	0.2	-5	-2	4	0	0.1	3
CC1=CC2=NC(=O)/C(=C/c3cccn3Cc3ccccc3)C(=N)N2O1	0	-3	-2.5	14	0	0	-2	0.0	14
O=C(O)C1CC1C(=O)N1CCN(c2ccc(Cl)c(Cl)c2)CC1 (stereo not given)	6	0	-0.4	11	6	5	-5	-0.1	-1
Cc1ccc(S(=O)(=O)Nc2cc3c(C(=O)Nc4ccccc4)c(C)oc3c3ccccc23)cc1	21	-25	-0.3	32	22	2	128*	0.1	25
C#CCOCCOCCOCCNc1nc(N2CCN(C(=O)[C@H]([C@@H](C)CC)n3cc([C@@H](N)CO)nn3)CC2)nc(N2CCN(C(=O)[C@H](CCCCN)n3cc([C@@H](N)C(C)CC)nn3)CC2)n1 (stereo not given in full)	9	5	-0.7	1	2	0	1	0.0	5
O=C1CC(c2ccc(Cl)cc2)c2c(O)cc(O)cc2O1 (stereo not given)	1	-8	2.4	17	1	2	2	0.0	3
CCN(CC)CCN(C(=O)CN1C(=O)c2ccccc2C1=O)c1nc2cc3c(cc2s1)OCO3	-1	-1	-0.5	-11	-2	0	-3	-3.1	5
COC(=O)c1ccc(COC(=O)CCC(=O)c2cccs2)cc1	5	1	-0.4	4	10	2	4	0.0	0
CC(C)(CNC(=O)/C=C/c1ccc(F)cc1)CNC(=O)/C=C/c1ccc(F)cc1	6	-5	4.3	9	5	0	1	13*	-8
COc1cccc(OC)c1C(=O)NC(=S)NCc1cccnc1	6	-1	-0.9	6	11	0	2	-0.4	5
S=c1[nH]nc(-c2ccccc2Br)n1Cc1ccccc1	-19	0	1.2	5	-20	1	-2	0.2	0
O=C(NNC(=S)NCC1CCCO1)c1cc(Br)ccc1Cl (stereo not given)	6	-1	-5.0	2	14	3	1	-0.1	-3
Cc1cc(C(=O)N/N=C/c2ccc(OC(=O)c3ccccc3Br)cc2)n[nH]1	7	-5	-2.3	7	3	2	1	0.0	-1
COc1ccc(CC(=O)n2[nH]c(=O)ccc2=O)cc1OC	8	1	-4.6	20	16	1	6	-0.1	0
O=C(Nc1ccc(Cl)c(Cl)c1)Nc1ccccc1O	-7	20*	3.4	-27	-19	0	9	0.3	18

Brought forward from above: 2 entries, then new ones.
SMILES	Bcl-xL primary	Fam108B counter	MEX-5 binding	VLA-4 inh	MCL1-BIM inh	GRK2 inh	GLD-1 TGE inh	Efflux pump mplx	PME-1 primary
COc1ccc(CC(=O)n2[nH]c(=O)ccc2=O)cc1OC	8	1	-4.6	20	16	1	6	-0.1	0
O=C(Nc1ccc(Cl)c(Cl)c1)Nc1ccccc1O	-7	20*	3.4	-27	-19	0	9	0.3	18
O=C(CBr)Nc1c2c(nn1-c1ccccc1)CSC2	25	-2	2.7	0	12	0	12	0.3	-5
O=C(NCc1ccc(Cl)cc1)C1CCN(C(=O)Cc2ccccc2)CC1	5	5	0.8	0	3	0	5	0.1	-4
O=C(CC1N=C(Cc2ccccc2)NNC1=O)N/N=C/c1ccc([N+](=O)[O-])cc1 (stereo not given)	10	1	-1.7	0	16	0	7	0.2	11
O=c1cc(CN2CCN(S(=O)(=O)c3ccccc3)CC2)nc2sccn12	4	0	-0.9	2	9	1	7	-0.1	1
O=C1C(c2ccccc2)SC(=Nc2ccccc2)N1S(=O)(=O)c1ccccc1 (stereo not given)	6	0	2.0	-2	5	0	-4	0.2	-3
CCOC(=O)c1ccc(NC(=O)NNS(=O)(=O)c2cc(OC)ccc2OC)cc1	4	0	1.8	0	1	1	22	-0.4	-5
COC(=O)c1c(NC(=O)CC2SC(N)=NC2=O)sc(C)c1C (stereo not given)	2	2	-0.1	11	12	2	5	0.0	6
Cc1ccc(C)c(S(=O)(=O)N2CCN(C(=O)c3cc(S(=O)(=O)NCc4ccccc4)ccc3C)CC2)c1	5	-5	-2.5	-8	7	6	4	0.2	17
CCOc1ccc(-c2n[nH]c(C)c2-c2ccccc2OC)c(O)c1	7	3	1.3	-1	4	2	8	-0.1	-4
Cc1ccc(C(=O)Nc2ccc(S(=O)(=O)NC3=NCCCCC3)cc2)cc1S(=O)(=O)N1CCOCC1	2	nt	nt	7	3	0	2	0.1	-7
Cc1noc2ncnc(N3CCCC3)c12	2	-6	0.6	2	-2	2	-7	0.1	-7
O=C(Nc1ccc2c(c1)OCO2)c1ccccn1	-6	nt	nt	-3	-8	5	5	0.1	0
CCC(=O)c1ccc(OCC(=O)Nc2ccccc2N2CCOCC2)cc1	-1	nt	nt	10	0	2	1	0.3	-1
CC1(C)Cc2ccccc2C(NNC(=O)c2ccccn2)=N1	3	1	-2.1	10	2	1	-6	0.1	4
COc1ccc(-n2cnc3c(sc4nc(N5CCOCC5)c5c(c43)CCCC5)c2=O)cc1	7	-1	0.1	-33	2	0	1	-0.1	-2
COc1ccc(CSCCNC(=S)Nc2ccccc2)cc1Cl	12	-3	1.4	-12	3	0	0	-0.2	-1
NS(=O)(=O)c1ccc(CNC(=O)c2scc3c2CCCC3)cc1	2	-4	-0.4	6	-1	0	1	0.0	1
CC(=NNC(=O)Cn1ccc(C(F)(F)F)n1)c1ccc(-n2ccnc2)cc1	nt	nt	nt	-10	nt	2	7	0.0	nt
Cc1cc(C(=O)CSc2nnc(N)s2)c(C)n1Cc1cccs1	1	-4	2.5	3	-1	0	2	0.1	-6
CCCCOC(=O)c1ccc(NC(C)=O)cc1	-13	-9	2.7	6	-10	7	-11	0.6*	-1
O=C1CCCC2=C1C(c1ccc(Cl)cc1)C1C(=O)c3ccccc3C1=N2 (stereo not given)	5	5	-2.5	18	6	0	5	-0.2	6
Cc1ccccc1-c1ccc(/C=C2/SC(N3CCOCC3)=NC2=O)o1	23	5	?	6	-4	0	-65	0.1	4
COc1cc(NC(=O)c2ccccc2F)ccc1NC(=O)c1ccccc1Cl	-3	5	1.7	13	6	3	2	0.0	9
Cn1nccc1C(=O)OCC(=O)Nc1nc(-c2ccccc2)cs1	5	-2	1.7	11	5	1	1	-0.1	-1
CCCn1c(=O)c(C(=O)Nc2c(C)n(C)n(-c3ccccc3)c2=O)c(O)c2ccccc21	4	1	nt	14	2	2	3	-0.4	1
O=C(c1ccncc1)N1CCN(C2CCCCC2)CC1	7	1	-0.2	-1	0	2	-3	0.0	-1
COc1cc2sc3ccc(C#Cc4ccccn4)cc3c(=O)c2cc1OC	-25	-5	-0.8	-15	-26	26	14	-0.1	-7
COc1cc(CNCc2ccncc2)cc(OC)c1OC	2	1	-0.8	1	2	0	-9	0.4	2
Cn1c(NC(=O)C[n+]2cc(-c3ccccc3)n3c2CCC3)cc(=O)n(C)c1=O	2	0	-0.3	2	-6	1	9	-0.2	-3
CCOC(=O)c1[nH]c2ccc(OCC)cc2c1NC(=O)CN1CCCC(C)C1 (stereo not given)	-2	10	0.1	0	-2	0	7	0.4	2
COc1ccc(-c2nnn(CC(=O)N(Cc3ccccc3Cl)C(C(=O)NCC3CCCO3)c3ccco3)n2)cc1OC (stereo not given)	-1	-2	0.3	-60	-1	0	-1	0.0	-11
COc1ccc(Cc2nc(-c3ccc(NC(=O)c4cccnc4)cc3)no2)cc1	1	0	0.7	8	0	1	-1	0.5	-4
CCOC(=O)/C=C1\CC(=O)Nc2nonc2N1	11	1	-4.5	34	11	4	11	-0.1	-10
O=C1C2CC=CCC2C(=O)N1c1n[nH]c(Cc2ccccc2)n1 (stereo not given)	-3	-1	3.2	20	-1	13	5	-0.1	-1
CC(C)(C)c1csc(NC(=O)c2cccs2)n1	2	-4	3.7	2	1	3	13	0.1	6
O=C(Nc1ccc(N2CCOCC2)nc1N1CCOCC1)c1cccc(C(F)(F)F)c1	4	-1	1.1	7	4	2	2	0.0	0
Cn1cccc1C(C#N)c1ncc(C(F)(F)F)cc1Cl (stereo not given)	3	-3	1.7	-1	2	0	14	0.1	-3
Cc1coc2cc3oc(=O)c4c(c3cc12)CCC4	-4	-5	-0.9	13	-5	3	-3	0.1	4
COc1cccc(CC(=O)OCC(=O)NC2CCCC2)c1	-9	nt	nt	-4	-19	6	4	0.0	-1
Cc1cc(=O)n2[nH]c(N)c(N=Nc3ccccc3F)c2n1	2	-2	-3.4	15	1	4	8	-0.2	-2
CN(CC(=O)Nc1ccc(F)c(F)c1F)C(=O)c1ccc(-n2cncn2)c([N+](=O)[O-])c1	7	1	2.6	-3	7	0	6	-0.1	-2
CC1Cc2ccccc2N1C(=O)CCn1c(=O)sc2ccccc21 (stereo not given)	1	-2	-0.1	0	8	0	3	0.2	6
Cc1ccc2nc(CCl)[n+]([O-])c(-c3ccccc3)c2c1	0	0	1.2	48	-4	3	-2	0.0	-4
O=C(NCCCN1CCN(c2ccccc2F)CC1)C1CCCN(S(=O)(=O)c2cnc[nH]2)C1 (stereo not given)	-7	-6	0.5	-2	-7	1	-7	0.8	-8
CC1CCCN(C(=O)CCNS(=O)(=O)c2ccc3c(c2)oc(=O)n3C)C1 (stereo not given)	5	1	-2.8	6	3	2	-4	-0.1	-8
CN(C)C(=O)CSc1nc2ccccc2n1Cc1ccccc1	1	1	0.1	5	5	0	3	0.2	7
c1ccc(-c2cc(-c3ccccc3)on2)cc1	9	3	-4.7	-2	8	22	2	-0.1	1
COC(=O)c1ccc(Cn2nnc3c(=O)[nH]c(C4CCCN(S(=O)(=O)c5cccc(Cl)c5)C4)nc32)cc1 (stereo not given)	4	-2	-2.0	0	9	0	4	-0.1	-2
CC(C)CC(=O)N1CCN(S(=O)(=O)c2ccc(Cl)cc2)CC1	-2	-2	0.9	6	1	1	0	0.2	-1
CCCn1c2ccc(C)cc2c2nnc(SCCN3CCOCC3)nc21	3	3	0.6	5	6	0	-6	0.4	1
CCOC(=O)C(NC(=O)c1ccccc1)=C(C)C	0	1	1.2	18	1	0	5	0.0	-3
CCN(CC)C(=O)CN1C(=O)NC2(CCc3ccccc3C2)C1=O (stereo not given)	-7	2	-1.0	0	-4	0	14	-0.1	1
CCS(=O)(=O)NCCCc1ccccc1	3	0	1.3	9	3	0	7	0.1	-3
CN1C(=O)N(CC(=O)N2CCN(S(=O)(=O)/C=C/c3ccccc3)CC2)C(=O)C12CCCCC2	-2	nt	nt	6	-3	0	4	0.0	2
